STK33 inh: inhibitors of human STK33 kinase; Q9BYT3; purified STK33, MBP phosphorylation, ADP-Glo luminescence; inhibition, % at 10 µM; 320,000 compounds, 0.073% hits; AID 2661;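 active = inhibition at or above 25%, using the most active replicate where run in duplicate; inactive = inhibition below 25%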
Target sequence (Q9BYT3 whole entry, looked up): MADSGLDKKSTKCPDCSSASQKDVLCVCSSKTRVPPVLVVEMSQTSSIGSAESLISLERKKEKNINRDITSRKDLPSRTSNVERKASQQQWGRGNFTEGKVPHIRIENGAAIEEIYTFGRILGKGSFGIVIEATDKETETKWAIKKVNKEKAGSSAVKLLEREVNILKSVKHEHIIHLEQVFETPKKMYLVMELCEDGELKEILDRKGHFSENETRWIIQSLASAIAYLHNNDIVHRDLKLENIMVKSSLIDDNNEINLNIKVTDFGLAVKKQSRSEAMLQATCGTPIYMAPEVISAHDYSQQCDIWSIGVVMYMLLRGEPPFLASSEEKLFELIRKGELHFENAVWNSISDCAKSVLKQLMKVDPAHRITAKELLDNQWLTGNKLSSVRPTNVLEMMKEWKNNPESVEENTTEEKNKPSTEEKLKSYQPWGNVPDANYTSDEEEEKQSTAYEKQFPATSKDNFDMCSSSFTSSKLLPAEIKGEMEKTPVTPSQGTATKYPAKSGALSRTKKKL
OX1R antag-1: OX1R (human) antagonism; O43613; OX1R-expressing cells, FRET antagonist read-out; inhibition, % at 6.6 µM; 330,000 compounds, 1.8% hits; AID 485270; in the data active = inhibition mostly above about 38%, no sharp cut-off; inactive = mostly below about 40%;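 also: 0% = agonist challenge alone and 100% = reference antagonist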
Target sequence (O43613 whole entry, looked up): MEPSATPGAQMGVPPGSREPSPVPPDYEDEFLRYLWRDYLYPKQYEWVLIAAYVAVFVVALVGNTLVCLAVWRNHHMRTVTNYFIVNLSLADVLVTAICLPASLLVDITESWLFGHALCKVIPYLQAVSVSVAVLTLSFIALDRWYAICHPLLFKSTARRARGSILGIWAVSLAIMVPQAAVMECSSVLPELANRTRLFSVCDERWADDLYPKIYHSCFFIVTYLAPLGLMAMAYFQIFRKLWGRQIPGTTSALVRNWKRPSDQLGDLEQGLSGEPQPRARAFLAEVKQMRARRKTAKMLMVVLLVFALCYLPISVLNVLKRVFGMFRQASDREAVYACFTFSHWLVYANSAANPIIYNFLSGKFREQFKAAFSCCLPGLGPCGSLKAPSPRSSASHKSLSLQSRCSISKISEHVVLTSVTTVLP
OX1R antag-2: antagonists of human orexin 1 receptor | 330,000 compounds, 0.43% hits | AID 434989 | inhibition, % at 5 µM | CHO/OX1R cells, Fluo-8 calcium fluorescence, orexin A;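 active = inhibition above its plate's threshold, mean inhibition of all tested compounds on the plate plus 3 SD, cut at about 37% in these data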;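 also: 0% = orexin A challenge wells and 100% = SB-334867-A antagonist wells; not every result past the cut was called active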
* marks the source's active call; other numbers are inactive results.

Value order – STK33 inh, OX1R antag-1, OX1R antag-2
O=[N+]([O-])c1ccccc1-c1cc(-c2ccccc2O)n[nH]1
  0.6, 6, -17
COc1ccc(C2CC2/C(=N/O)c2ccccc2)cc1 (configuration not stated)
  -0.3, 48, -12
Cc1ccc(NC(=O)Cn2c(C)cc(C)c(C#N)c2=O)c(Cl)c1
  -1.0, 17, -19
Clc1ccc(N2CCN(c3ccnc(Cl)n3)CC2)cc1
  0.1, 9, -27
COc1ccc(CCNC(=O)CSC2=NS(=O)(=O)c3ccccc3N2)cc1OC
  -0.8, 14, -2
O=C(Nc1ccc(Cl)c(Cl)c1)c1ccc(Cl)c(Cl)c1
  -0.3, 92*, 40*
CCOc1ccc(S(=O)(=O)NC2CCCCC2C)cc1 (configuration not stated)
  -0.6, 9, -37
CCOc1ccc(CCNC(=O)CCS(=O)(=O)c2ccc(C)cc2)cc1OCC
  -1.1, 13, -29
CCOC(=O)c1nnn(-c2nonc2N)c1CSc1ccccc1
  1.3, 21, -12
CN(C)c1cc(N/N=C/c2ccccc2C(F)(F)F)nc(N(C)C)n1
  -2.1, 41, -41
COc1ccc2nc(C)c(C(=O)NN)cc2c1
  -1.3, 5, 0
COc1ccc(C(=O)Oc2cccc(Nc3ncnc4ccccc34)c2)cc1OC
  -2.1, 84*, 14
CN1C(=O)NC(c2ccccc2)C2=C1CN(CCc1ccccc1)C2=O (configuration not stated)
  0.9, 9, -18
NC(=S)NN=C(c1ccccc1)c1ccccc1
  -1.9, -12, -4
CCOc1ccc(S(=O)(=O)NCCC(=O)NCC2(N3CCCCC3)CCCCC2)cc1
  -1.2, 32, -15
O=C(CSc1ccc(-c2ccncc2)nn1)c1ccc(Cl)cc1
  -1.9, 6, -5
COC(=O)c1ccc(C)c(NS(=O)(=O)c2ccc(OC)c(OC)c2)c1
  -0.7, 5, -1
COc1cc(/C=C(\C#N)c2nc3ccccc3[nH]2)ccc1OC(=O)c1ccco1
  -0.9, 71*, 14
O=C(Nc1cc(Cl)ccc1N1CCOCC1)c1ccc(N2CCCC2=O)cc1
  -1.5, 18, -23
O=C(NCc1cccs1)C(=O)c1cn(CC(=O)N2CCCC2)c2ccccc12
  0.0, 32, -31
Cc1ccccc1C(C)NS(=O)(=O)c1ccc2c(c1)OCCO2 (configuration not stated)
  0.2, 13, 6
COCc1nc2oc3ccc(C)cc3c(=O)c2cc1C(=O)OC
  0.3, 9, -3
O=C(Nc1cccc(Cl)c1)c1cccc(Oc2ccc([N+](=O)[O-])cc2Cl)c1
  -1.2, 42, -3
Nc1nnc(CSCc2ccccc2Cl)s1
  -1.1, 5, -1
O=C(O)CC(NC(=O)COc1ccc(Cl)cc1Cl)C(=O)O (configuration not stated)
  -0.7, 7, -14
CCn1cnc2c1c(=O)n(Cc1nnc3n1-c1ccccc1SC3)c(=O)n2Cc1ccccc1
  0.3, 8, -21
CC(=O)Nc1ccccc1-c1nc2ccccc2nc1OCC(=O)c1ccc2ccccc2c1
  1.0, 31, -27
Cc1ccc(NS(=O)(=O)c2ccc(Br)s2)nc1
  -1.0, 4, -9
COc1cccc(NC(=O)C(c2ccccc2)N2CCCCC2)c1 (configuration not stated)
  0.4, 24, -22
O=C(NCc1ccco1)c1ccc(COc2ccccc2Cl)cc1
  0.8, 32, -22

Compounds above with an aryl thioether with sulfur outside any ring:
Value order – STK33 inh, OX1R antag-1, OX1R antag-2
CCOC(=O)c1nnn(-c2nonc2N)c1CSc1ccccc1
  1.3, 21, -12
O=C(CSc1ccc(-c2ccncc2)nn1)c1ccc(Cl)cc1
  -1.9, 6, -5

The main list resumes, starting three compounds before the break.
Value order – STK33 inh, OX1R antag-1, OX1R antag-2
Cc1ccc(NS(=O)(=O)c2ccc(Br)s2)nc1
  -1.0, 4, -9
COc1cccc(NC(=O)C(c2ccccc2)N2CCCCC2)c1 (configuration not stated)
  0.4, 24, -22
O=C(NCc1ccco1)c1ccc(COc2ccccc2Cl)cc1
  0.8, 32, -22
Cc1cc(C)cc(OCC(=O)N(Cc2ccc(N(C)C)cc2)C2CCS(=O)(=O)C2)c1 (configuration not stated)
  -0.7, 32, -27
CN(CC(=O)Nc1ccccc1Br)C(=O)c1cccnc1Nc1cccc(C(F)(F)F)c1
  -3.0, 24, -33
CCNc1nnc(-c2ccccc2OC)s1
  1.2, 0, -4
CC(CCc1ccccc1)NC(=O)CN1CCN(c2ccccc2)CC1 (configuration not stated)
  0.0, 6, -7
CCN(C(C)=O)c1ccc(Oc2nc(OC)cc(OC)n2)cc1
  -0.3, 5, 3
CCC1(C)Cc2nc3[nH]c(=S)n(-c4ccccc4C)c(=O)c3cc2CO1 (configuration not stated)
  0.8, 23, 1
CCOC(=O)N1CCN(S(=O)(=O)c2ccc(C)c(C)c2C)CC1
  -3.6, 5, -18
CCOC(=O)C1CCCN(C(=O)c2cccc(NC(=O)C(CC)CC)c2)C1 (configuration not stated)
  0.5, 8, -5
COc1cccc(Nc2nc(-c3cccc(N4C(=O)c5ccccc5C4=O)c3)cs2)c1
  -0.8, 44, -19
CCN(CC)C(=O)C12CC3CC(CC(Cl)(C3)C1)C2
  -0.2, 13, -12
CC(C)NC(=O)COc1cccc2ccccc12
  -0.2, 0, -7
O=C(CCC(=O)OCc1ccc([N+](=O)[O-])cc1)Nc1ccccc1Cl
  -0.1, 16, -7
O=C1CC(c2ccccc2Oc2cccc(Cl)c2)C(n2cncn2)C(=O)C1C1NCCc2ccccc21 (configuration not stated)
  -0.3, 10, -12
O=C(/C=C/c1cccc(F)c1)NCCCn1ccnc1
  -2.0, -3, 0
O=C1NC(c2cccc(Br)c2)=N/C1=C\c1ccco1
  -0.5, 10, -1
Cc1[nH]c2ccc(C(=O)NCCCN3CCCC3)cc2c1C
  1.5, 13, 7
CCN1CCN(C(=O)c2ccccc2NC(=O)c2ccc(Cl)cc2)CC1
  0.5, -9, -14
Cc1cc(C)nc(N/N=C/c2ccccc2OCC(=O)O)n1
  0.9, 0, 5
CC(CNC(=O)c1cccs1)c1ccc([N+](=O)[O-])cc1 (configuration not stated)
  -2.5, 9, -10
CCOc1cc(C(=O)Oc2cc(C)[nH]c(=O)c2[N+](=O)[O-])cc(OCC)c1OCC
  0.4, 7, -2
N/C(=N\OC(=O)Oc1ccccc1)c1ccc(Br)cc1
  2.9, 15, -32
O=C1CC2(CCOCC2)Oc2ccc3ccccc3c21
  0.7, 30, -23
CCOC(=O)n1c(=O)oc2cc(S(=O)(=O)N3CCOCC3)ccc21
  -1.3, 6, 2
CCn1c(CNC(=O)C2CCCCC2)cc2ccccc21
  -0.1, 8, -19
Cn1c(CCNC(=O)c2cccs2)n[nH]c1=S
  -1.4, 6, 13
Oc1ccc(/C=N/Nc2ccc3ccccc3c2)c(O)c1
  -1.8, 19, -3
O=C(CNC(=O)c1cccnc1)N/N=C/c1cc(Br)c(O)c(Br)c1
  0.9, 15, 8
CN(C)S(=O)(=O)c1cccc(-c2cn3cccnc3n2)c1
  0.0, 17, -7
CC1=NN(C(=O)COc2ccccc2C)C(O)(c2ccc(Cl)cc2)C1 (configuration not stated)
  -1.1, 26, -5
CS(=O)(=O)N(CC(=O)N1CCc2ccccc2C1)c1ccc2c(c1)OCO2
  -2.2, 19, -10

Another view of some results above:
> CCn1c(CNC(=O)C2CCCCC2)cc2ccccc21
  STK33 inh = -0.1	OX1R antag-1 = 8	OX1R antag-2 = -19

> Cn1c(CCNC(=O)c2cccs2)n[nH]c1=S
  STK33 inh = -1.4	OX1R antag-1 = 6	OX1R antag-2 = 13

Additional structures follow.
Value order – STK33 inh, OX1R antag-1, OX1R antag-2
CC(C)CCNS(=O)(=O)c1cc2c3c(c1)CCN3C(=O)CC2
  -0.3, -7, -1
CN(Cc1ccccc1)S(=O)(=O)c1ccc(Cl)c(C(=O)N2CCC(C(N)=O)CC2)c1
  -1.0, -1, -19
CNc1nc(N)c([N+](=O)[O-])c(N2CCCCCC2)n1
  2.0, 16, -16
Cc1cccc2c(C(=O)O)cc(-c3cccnc3)nc12
  -0.5, 5, -4
CC(CC(=O)Nc1ccc(Br)cc1F)S(=O)(=O)c1ccc2c(c1)NC(=O)CO2 (configuration not stated)
  0.0, 5, -18
CCOC(=O)N1CCC(N2CCCC(C(=O)c3cccc(OC(C)C)c3)C2)CC1 (configuration not stated)
  -2.4, 15, -31
O=C1C2C(C(=O)N1c1ccc3c(c1)OCO3)C1C=CC2C12CC2 (configuration not stated)
  -1.0, 10, 7
O=C(O)Cn1c(=O)c2c3c(sc2n(Cc2ccc(F)cc2)c1=O)CCCC3
  -2.0, 9, -18
CCNS(=O)(=O)c1ccc(CCC(=O)Nc2ccccc2)cc1
  -0.1, 10, -12
Cc1nc(SCC(=O)NC2CCCCC2C)nc(C)c1C (configuration not stated)
  1.4, 11, 6
COC(=O)c1cc(NC(=O)CN(c2cccc(OC)c2)S(=O)(=O)c2ccccc2)ccc1Cl
  -2.1, -3, -42
O=C(N/N=C/c1ccc([N+](=O)[O-])cc1)c1c[nH]c2ccccc12
  -0.5, 9, -2
COc1ccc(N=Cc2c(O)n(-c3ccc(OC)cc3)c(=O)c3ccccc23)cc1
  -0.7, 6, -12
CCC(NS(=O)(=O)c1c(C)[nH]c(=O)[nH]c1=O)C12CC3CC(CC(C3)C1)C2 (configuration not stated)
  -1.4, -2, -14
CS(=O)(=O)N(CC(=O)Nc1ccc(Cl)c(Cl)c1)C1CCCCC1
  -0.5, 12, -36
O=C(NCc1ccc2c(c1)OCO2)c1nc(S(=O)(=O)Cc2ccccc2F)ncc1Cl
  -4.6, 16, 34
CCN(C[C@H]1N[C@@](C)(C(=O)OC)[C@H]2C(=O)N(C)C(=O)[C@@H]12)C(=O)Nc1ccccc1
  -0.6, -7, -8
Cc1cc(NC(=O)CSc2nnnn2C2CCCC2)no1
  -2.2, 16, -11
CSc1ccccc1NC(=O)CN(C)C(=O)CNc1ccc(C(F)(F)F)cc1[N+](=O)[O-]
  -4.2, 7, 5
CCOC(=O)N1CCC(NC(=O)C2CCCN(C(=O)N3CCOc4ccccc43)C2)CC1 (configuration not stated)
  0.8, 1, -22
CCCS(=O)(=O)N1CCC(C(=O)NCCN(C)Cc2ccccc2)CC1
  -0.8, 4, -6
CCOc1ccc2c(c1)sc(=NC(=O)C1CC1)n2C
  -0.6, 14, -12
COc1ccc(OC)c(/C=C2\SC(=S)N(NS(=O)(=O)c3ccc(C)cc3)C2=O)c1
  -0.2, 14, -25
O=C(NC1CCCN(CCc2ccccc2)C1)C1CCCC1 (configuration not stated)
  0.6, 2, -9
CCc1ccc(CN(C)C(=O)c2cc(COc3cccc4cnccc34)on2)cc1
  0.2, 35, 51*
O=C(Nc1ccc(NC(=O)c2ccccc2Br)cc1)c1ccccc1
  -0.3, 10, -7
COC(=O)c1ccsc1NC(=O)c1ccc2c(c1)OCCO2
  -2.2, 12, -41
COC(=O)c1[nH]c2ccc(C)cc2c1NS(=O)(=O)c1ccc(F)c(C)c1
  -0.8, 24, 10
CCC(C)[C@H](NC(=O)C1CC(=O)N(c2ccc3c(c2)OCCO3)C1)C(=O)NC1CCCC1 (some centres not stated)
  0.2, 1, -17
COc1ccc(OCc2nnc(SCC(=O)N3CCCCC3)o2)cc1
  -1.6, 9, -30

With a hit mark in OX1R antag-2 (from the list above):
Value order – STK33 inh, OX1R antag-1, OX1R antag-2
O=C(Nc1ccc(Cl)c(Cl)c1)c1ccc(Cl)c(Cl)c1
  -0.3, 92*, 40*
CCc1ccc(CN(C)C(=O)c2cc(COc3cccc4cnccc34)on2)cc1
  0.2, 35, 51*

The list goes on.
Value order – STK33 inh, OX1R antag-1, OX1R antag-2
CCC(C)N(C(=O)CSc1nnc(C)n1C)C1CCS(=O)(=O)C1 (configuration not stated)
  -1.2, 9, -2
O=C(Cc1ccc(Cl)cc1)NC1CCS(=O)(=O)C1 (configuration not stated)
  -2.5, 22, -7
COc1ccc(CNC(=O)c2cccc3c2C(=O)N(CC2CCCO2)C3)cc1 (configuration not stated)
  -1.9, 6, -28
CCOC(=O)/C(C#N)=C/c1cn(CCOc2ccc(OC)cc2)c2ccccc12
  -0.3, 15, -15
Cc1cc(C)cc(-n2ncc3c2CCCC3NC(=O)CCCn2cncn2)c1 (configuration not stated)
  0.6, 3, -27
